USP2a block – blocks human ubiquitin-specific protease USP2a | AID 463254 | Potency, µM (top dose mostly 38.3 µM), for inactives: top-dose activity change, negative = inhibition, hits mostly inhibitors | USP2 core, Ub-CHOP2 coupled fluorogenic reporter, 485/531 | actives 0.01% (n = 330,000);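 note: potency is the fitted concentration of half-maximal effect; plate controls were DMSO wells for no effect and full inhibition by NEM control for full effect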
Target sequence (O75604 whole entry, looked up): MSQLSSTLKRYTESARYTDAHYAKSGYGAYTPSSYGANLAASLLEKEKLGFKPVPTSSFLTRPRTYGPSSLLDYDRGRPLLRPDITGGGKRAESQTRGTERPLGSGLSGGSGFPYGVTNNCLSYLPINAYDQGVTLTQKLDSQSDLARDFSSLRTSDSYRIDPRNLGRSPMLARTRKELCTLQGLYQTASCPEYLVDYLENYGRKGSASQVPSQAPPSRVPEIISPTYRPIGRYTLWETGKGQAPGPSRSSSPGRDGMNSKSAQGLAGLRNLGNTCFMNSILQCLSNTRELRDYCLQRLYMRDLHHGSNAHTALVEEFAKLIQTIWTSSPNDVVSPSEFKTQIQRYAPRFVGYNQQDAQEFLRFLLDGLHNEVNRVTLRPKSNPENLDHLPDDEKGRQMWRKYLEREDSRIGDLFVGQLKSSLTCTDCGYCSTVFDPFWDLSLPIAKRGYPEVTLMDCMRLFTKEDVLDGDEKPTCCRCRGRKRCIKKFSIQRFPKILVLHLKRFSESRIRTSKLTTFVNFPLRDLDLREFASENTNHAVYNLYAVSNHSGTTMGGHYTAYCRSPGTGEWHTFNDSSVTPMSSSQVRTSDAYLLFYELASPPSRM
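Cell-free coupled assay: 10nM USP2 core preincubated 30min RT with compound in Tris-HCl pH 8.0/CaCl2/CHAPS buffer, then 25nM Ub-CHOP2 and 25nM reporter substrate; fluorescence (Ex 485/Em 531) read after 60min RT, normalized to NEM inhibition, concentration-response curves fitted.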
AT treatment – potential ataxia-telangiectasia treatments restoring KAP-1 phosphorylation. actives 0.19% (n = 320,000). […] A-T fibroblasts, KAP-1 phosphorylation AlphaLISA; neocarzinostatin DNA damage 30 min before lysis. Potency, µM (doses to about 57.5 µM), for the others: at the top dose activation, hits mostly activators; note: potency is the fitted concentration of half-maximal effect; % of control where 0% means no effect; nearly all actives have a fitted effect of over 45% in size
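ATM-like activity read as KAP-1 phosphorylation via AlphaLISA donor/acceptor antibody pairs after lysis and 6 hr at 25C. Cells were ATM-null patient fibroblasts ([…], hTERT), dosed 60 min, then exposed to the DSB inducer NCS for 30 min.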
Eya2 phos inh – Eya2 (human) phosphatase inhibition; recombinant Eya2, OMFP fluorescence dephosphorylation (OMFP is methylfluorescein phosphate); Potency, µM (doses to about 76.9 µM), without a hit: top-dose activity, negative = inhibition, most hits filed as inhibitors; actives 0.006% (n = 330,000); AID 488837; note: potency is the fitted concentration of half-maximal effect; % is set by controls: 0 for no effect and ±100 for the full control effect
Target sequence (O00167 whole entry, looked up): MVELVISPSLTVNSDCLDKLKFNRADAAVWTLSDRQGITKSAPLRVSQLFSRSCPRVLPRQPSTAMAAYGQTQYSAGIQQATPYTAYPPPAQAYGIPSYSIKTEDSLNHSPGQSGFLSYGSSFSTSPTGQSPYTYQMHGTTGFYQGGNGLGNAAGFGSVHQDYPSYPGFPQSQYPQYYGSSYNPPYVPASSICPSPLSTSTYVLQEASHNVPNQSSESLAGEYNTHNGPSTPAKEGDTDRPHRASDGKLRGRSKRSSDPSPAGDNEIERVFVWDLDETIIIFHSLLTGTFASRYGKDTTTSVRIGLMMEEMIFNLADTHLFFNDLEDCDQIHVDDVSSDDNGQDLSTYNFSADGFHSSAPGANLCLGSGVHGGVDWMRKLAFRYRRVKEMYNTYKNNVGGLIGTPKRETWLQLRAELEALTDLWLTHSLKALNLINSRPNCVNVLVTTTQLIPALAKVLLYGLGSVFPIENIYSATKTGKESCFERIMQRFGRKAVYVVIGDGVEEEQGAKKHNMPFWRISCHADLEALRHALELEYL
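Eya2 protein (added as 0.2 uM solution) was preincubated with compound for 10 min at ambient temperature in 50 mM HEPES pH 7.5, 50 mM NaCl, 5 uM MgCl2, 0.05% BSA, 1 mM DTT. OMFP (added at 50 uM) then reacted 10 min; fluorescence read at 485/525 nm.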
TSHR antagonist – antagonists of human thyroid stimulating hormone receptor. P16473. activity change, negative = inhibition, % at 11.5 µM. actives 0.2% (n = 330,000). TSHR-expressing cells, TSH-stimulated cAMP HTRF, 2 h; stronger effect = lower value;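 active = activity change below a set negative limit, meaning inhibition stronger than a set level, cut at about -70% in these data; inconclusive = activity change between two set negative limits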; note: % is set by controls: 0 for no effect and ±100 for the full control effect
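Antagonism was scored as loss of TSH-driven cAMP in TSHR cells, stimulated with 4nM TSH (EC80) for 2 hours at 37 deg C and detected by homogeneous HTRF competition immunoassay.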
TCR act – activates T cell receptor signaling. primary human leukocytes, anti-CD3, IL-2 HTRF, 48 h. Potency, µM (series often up to 9.22 µM), without a hit: top-dose activation of IL-2 secretion, hits mostly activators. 330,000 tested, under 10 active. AID 504894; note: % of control where 0% means no effect
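Compounds are tested in HTS on primary human leukocytes co-incubated with a-CD3 beads for 48 hr. IL-2 output is measured by time-resolved FRET.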
KCNH2 3.1 block – blocks the human KCNH2 3.1 channel isoform; U2OS KCNH2 3.1, thallium flux FluxOr; stronger effect = lower value; activity change, % (tested at about 1.8 µM); actives 0.95% (n = 340,000); AID 720553;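 active = maximum activity change below -70%; inconclusive = maximum activity change from -70% to -50%; inactive = maximum activity change above -50%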;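 note: thallium influx rate constant from kinetic fluorescence after stimulation buffer; % is set by controls: 0 for no effect and ±100 for the full control effect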
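U2OS cells transduced with KCNH2 3.1 mutant virus (1.77 x 10^8 /mL, 4 h), plated overnight at 37 C, loaded 45 min with FluxOr dye plus Red40 quencher. Thallium flux rate constant from kinetic reads after stimulation buffer, normalised to controls.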
Mito fusion yeast – mitochondrial division inhibition or fusion activation; S. cerevisiae fusion-defective mutant growth rescue, CellTiterGlo 48 h; Potency, µM (titrated, usually from 46.1 µM), for inactives: at the top dose growth rescue (activation), hits mostly activators; actives 0.23% (n = 320,000);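 note: potency is the fitted concentration of half-maximal effect; % of control where 0% means no effect; nearly all actives have a fitted effect of over 45% in size; temperature-sensitive fusion mutants such as fzo1-1 at 37 °C on non-fermentable ethanol glycerol medium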
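Yeast fusion mutant, YPEG (non-fermentable carbon), compound, 48 h at 37C non-permissive; CellTiterGlo added, 10 min RT, luminescence read. Rescued growth = division inhibition.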
TRPV1 ag – activates the human vanilloid receptor TRPV1 | Q8NER1 | TRPV1-expressing cells, Fluo-8 calcium influx, agonist mode | activation, % at 8.33 µM | actives 0.19% (n = 320,000); in the data active = activation above about 80%; inconclusive = between about 30% and that limit; note: 0% is about no effect
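Fluo-8 calcium influx in TRPV1-expressing cells, kinetic read (ex 480/em 520 nm). Compound added and read 3 min for agonist activity, followed by capsaicin at EC20 final and 2 min further read for enhancement.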
ELG1 DNA repair – ELG1-dependent DNA repair inhibition | AID 504467 | actives 2.3% (n = 330,000) | Potency, µM (series often up to 46.1 µM), without a hit: top-dose activity change, negative = inhibition, usual class: inhibitors | HEK293T ELG1-luciferase reporter, luminescence, 16 h; DNA damage induced by 5-fluorouridine; note: potency is the fitted concentration of half-maximal effect; % is set by controls: 0 for no effect and ±100 for the full control effect; nearly all actives have a fitted effect of over 55% in size
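Cells (2,000 per well) received 5-fluorouridine plus test compound or DMSO and were incubated 16 hr at 37 °C, 5% CO2. Luciferase activity was read by luminescence 30 min after ONE-Glo addition; signal suppression marked inhibition of damage-induced ELG1 function.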
KCNH2 WT inh – blocks the wildtype human KCNH2 potassium channel; U2OS, BacMam KCNH2, thallium flux FluxOr; stronger effect = lower value; actives 0.37% (n = 340,000); AID 720551; Q12809; activity change, % at 1.84 µM;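 active = maximum activity change below -70%; inconclusive = maximum activity change between -70% and -50%; inactive = maximum activity change above -50%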; note: % is set by controls: 0 for no effect and ±100 for the full control effect
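U2OS cells were transduced with wild-type KCNH2 virus (2.03 x 10^8 / mL) for 4 h at room temperature, then cultured overnight at 37 C. Thallium flux was read with FluxOr dye. Rate constants were normalized to DMSO controls.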
Numbers without * were called inactive; i = inactive; ? = inconclusive; . = no result given; [ ] = dose if it differs, or a comment. Unless noted, calls come from the whole dose curve; as a rule, active = well fitted curve in the direction sought with a large enough effect; inconclusive = small, poorly fitted or top-dose-only effect, or another doubt; inactive = no such curve, though single readings can be large; an effect the other way counts as inactive or inconclusive. This is a subset; the hit share may differ from the screen's.

SMILES	USP2a block	AT treatment	Eya2 phos inh	TSHR antagonist	TCR act	KCNH2 3.1 block	Mito fusion yeast	TRPV1 ag	ELG1 DNA repair	KCNH2 WT inh
Cc1ccc2c(c1)oc(=O)n2CC(=O)c1ccccc1	9%	3%	-16%	2	0%	13	9%	15	9%	0
O=C(NS(=O)(=O)Oc1ccc(F)c(Cl)c1)OC[C@@H]1CCCN2CCCCC12 (some centres not stated)	0%	-2%	2%	10	.	-1	0%	4	3%	-12
CCCCN1C2=C(C(=O)CCC2)C(c2ccc(Cl)c(Cl)c2)C2=C1c1ccccc1C2=O (configuration not stated)	4%	-2%	3%	-14	0%	6	0%	3	0%	-4
COc1ccc(N2C(=O)CN=C2Nc2nc(C)cc(C)n2)cc1OC	-8%	.	14%	1	.	-149*	-2%	2	-8%	-2
C=CCSc1nnc2c(n1)OC(c1ccco1)Nc1ccccc1-2 (configuration not stated)	1%	-8%	2%	19	15%[46.1 µM]	-19	4%	0	?	-2
COc1cc(/C=N/NC(=O)Cc2ccccc2)cc(OC)c1OC	-1%	9%	5%	8	-12%	-5	-2%	-1	-2%	-10
CCN(CC)CCN(CC)Cc1ccccc1Br	-1%	2%	-20%	-1	12%	-16	-8%	5	8%	35
Cc1sc(NC(=O)C2CCCO2)c(C#N)c1C (configuration not stated)	3%	.	15%	12	.	-17	10%	-3	?	-14
O=c1c(C(c2ccc(Br)cc2)c2c(O)nc3n(c2=O)CCCS3)c(O)nc2n1CCCS2	1%	2%	?	-1	1%	9	-4%	.	9%	-4
CC(C)[C@H](NS(=O)(=O)c1ccc2c(c1)OCCO2)C(=O)OCC(=O)Nc1ccccc1Cl	5%	0%	6%	6	-2%	8	4%	4	-16%	3
Cc1ccc(-c2[nH]nc3c2C(c2ccsc2)C(C#N)=C(N)O3)cc1 (configuration not stated)	6%	.	2%	-9	-1%	-4	-2%	-1	14%	7
COc1ccc(C(=O)CSC2=C(C#N)C3(CCCCC3)C(C#N)=C(N)N2)cc1	0%	3%	12%	-15	-1%	-5	4%	4	?	-1

Sorted by formula weight (descending): some entries from above.
SMILES	USP2a block	AT treatment	Eya2 phos inh	TSHR antagonist	TCR act	KCNH2 3.1 block	Mito fusion yeast	TRPV1 ag	ELG1 DNA repair	KCNH2 WT inh
O=c1c(C(c2ccc(Br)cc2)c2c(O)nc3n(c2=O)CCCS3)c(O)nc2n1CCCS2	1%	2%	?	-1	1%	9	-4%	.	9%	-4
COc1ccc(N2C(=O)CN=C2Nc2nc(C)cc(C)n2)cc1OC	-8%	.	14%	1	.	-149*	-2%	2	-8%	-2
Cc1ccc(-c2[nH]nc3c2C(c2ccsc2)C(C#N)=C(N)O3)cc1 (configuration not stated)	6%	.	2%	-9	-1%	-4	-2%	-1	14%	7

Next part
SMILES	USP2a block	AT treatment	Eya2 phos inh	TSHR antagonist	TCR act	KCNH2 3.1 block	Mito fusion yeast	TRPV1 ag	ELG1 DNA repair	KCNH2 WT inh
CCCCCCCc1nn2c(=O)cc(O)nc2s1	-6%	0%	-1%	-2	-2%[46.1 µM]	-4	1%	0	-3%	-3
CCN(CCNC(=O)C1CCN(S(=O)(=O)c2c(C)noc2C)CC1)c1ccccc1	1%	6%	-20%	4	0%	11	12%	3	-18%	2
COC(=O)CCCCCCCCC(=O)Nc1nc2ccccc2s1	1%	-5%	1%	-6	-3%	-15	4%	-1	2%	2
Clc1ccc(C2=NNC(=NCc3ccc4c(c3)OCO4)SC2)cc1	0%	2%	1%	28	-2%[46.1 µM]	-14	13%	4	?	10
COc1ccccc1CNC(=O)C(=O)NCC1CCCO1 (configuration not stated)	0%	.	4%	9	6%[46.1 µM]	5	1%	2	?	-3
S=C(NC1CCCCC1)N1CCOCCOCCN(C(=S)NC2CCCCC2)CCOCC1	1%	7%	0%	-4	-3%	9	-9%	16	-29%	-3
CN(CC1CCCO1)S(=O)(=O)c1ccc(C(=O)NCc2ccccc2)cc1 (configuration not stated)	-1%	-1%	-6%	2	-1%	13	5%	2	?	i
CCN1CCN(CCC(=O)Nc2cc(OC)ccc2OC)CC1	0%	1%	-1%	9	.	1	-1%	0	0%	-9
COc1ccc(Cl)cc1N(C(=O)c1ccco1)C(C(=O)NC1CCCC1)c1ccco1 (configuration not stated)	0%	3%	-6%	3	1%	-10	3%	3	3%	0
O=[N+]([O-])c1cc(C(F)(F)F)cc([N+](=O)[O-])c1NCc1cccnc1	2%	-6%	-14%	-10	-1%[46.1 µM]	-30	0%	-2	-11%	6
COC(=O)c1c(C)n(-c2ccccc2)c2ccc(O)cc12	0%	-3%	-2%	7	-1%	-11	-3%	.	?	5
CCCCC1CCC(/C(N)=N/O)CC1 (configuration not stated)	-1%	.	7%	16	2%	15	17%	-1	-28%	-7
O=C(COc1ccccc1Br)N1CCN(C(=O)c2cccs2)CC1	-2%	5%	11%	12	8%	0	1%	-2	-2%	9
O=C(NCC(=O)N(c1ccccc1)C(C(=O)NC1CCCCC1)c1cccnc1)c1ccco1 (configuration not stated)	1%	-4%	-8%	13	-2%	-4	1%	-1	-4%	4
O=C(c1ccccc1)N(c1ccccc1)C1C=CS(=O)(=O)C1 (configuration not stated)	3%	1%	-2%	-11	-1%	-1	-2%	-1	-4%	-1
CC1=Nc2ccccc2/C1=C/c1sc(=O)n(CC(=O)N2CCCC2)c1O	0%	4%	-11%	24	.	-3	3%	-1	-1%	-2
CN(c1ccccc1)S(=O)(=O)c1ccc(NC(=O)c2nc(S(C)(=O)=O)ncc2Cl)cc1	-7%	4%	-10%	-95*	7%	-31	-9%	14	?	-17
COc1cccc(CC(=O)OCC(=O)Nc2c(C)nn(-c3ccccc3)c2C)c1	3%	-6%	-27%	-4	-6%	-7	5%	14	12%	-1
CC1CN(S(=O)(=O)c2cccc(C(F)(F)F)c2)CN1C(=O)N1CCOCC1 (configuration not stated)	-2%	-4%	6%	34	3%	-3	4%	-3	-7%	11
COc1ccc(NC(=O)c2cc(-c3ccc(OC)c(OC)c3)on2)cc1OC	3%	3%	8%	3	.	-4	1%	0	13%	-13
CCNC(=O)COC(=O)c1sccc1C	-1%	-3%	0%	10	-3%	-9	-1%	-1	?	-7
COc1cc(N=Cc2c(O)[nH]c3ccccc23)cc(OC)c1OC	0%	-12%	-7%	-7	6%	9	9%	4	?	-4
O=C(N/N=C/c1cccnc1)c1ccccc1OCc1ccc(Br)cc1	-10%	-5%	-6%	8	-2%	-14	20%	?	12µM*	-8
Nn1c(=O)c2ccccc2n2c(SCc3ccccc3)nnc12	-1%	2%	4%	1	0%	1	-4%	-3	?	-1
COc1ccc(-c2nnc(NC(=O)c3ccc(S(=O)(=O)N(C)CC4CCCO4)cc3)o2)c(OC)c1 (configuration not stated)	-1%	-7%	-8%	-2	4%	.	3%	-1	?	-5
COc1ccc(C(=O)OC2CCCCC2CN(C)C)cc1 (configuration not stated)	0%	-14%	3%	3	6%	-16	-12%	-1	-14%	4
Fc1cccc(Cc2noc(CN3CCC(c4ccncc4)CC3)n2)c1	2%	0%	-12%	-6	-4%	-8	4%	10	-12%	-14
COc1ccc(Nc2nc(-c3cccs3)cs2)c(OC)c1	3%	.	-8%	-5	1%	.	3%	1	?	2
Cc1ccc(S(=O)(=O)N/N=C/c2ccccc2O)cc1[N+](=O)[O-]	2%	-2%	-1%	10	.	2	3%	3	8%	-3
CC(C)C(=O)Nc1ccc(-c2csc(-c3ccccc3)n2)cc1	4%	-1%	1%	-8	.	5	-2%	2	?	-19
Cc1ccc(C)c(NC(=O)CN(C)C(=O)c2cccc(Oc3ccccc3)c2)c1	1%	-34%	-14%	.	-3%	-6	.	.	?	16
Cc1cc(=O)[nH]c(SCC(=O)OCc2ccccc2)c1C#N	2%	2%[11.5 µM]	11%	21	4%	20	5%	1	23%	9
CC(C(=O)OCC(=O)c1ccccc1)N1C(=O)c2ccccc2C1=O (configuration not stated)	0%	1%	-4%	19	5%	3	-1%	15	0%	-15
CCN1CCN(c2oc(COc3ccc(Cl)cc3)nc2C#N)CC1	3%	?	3%	20	4%	-83*	2%	-3	17%	22
CN(c1ccc(F)cc1)S(=O)(=O)c1ccc(Cl)c(C(=O)NCc2ccco2)c1	3%	7%	0%	.	.	2	.	.	?	8
CCCn1nc(C(=O)NNC(=O)c2cccc(C)c2)c2ccccc2c1=O	-4%	-2%	-2%	4	4%	13	.	.	?	-9
CC(C)(C)OC(=O)NNc1c2ccccc2nc2ccccc12	-1%	13%	3%	-18	.	-5	-11%	?	?	19
COc1ccc(/C=N/NC(=O)Cn2nc(C)c([N+](=O)[O-])c2C)cc1	2%	10%	-1%	-4	2%[46.1 µM]	-4	-3%	0	11%	0
CCC(C)(C(=O)NC1CCCC1)N(CC1CCCO1)C(=O)CNC(=O)c1ccccc1 (configuration not stated)	1%	-4%	0%	1	-14%	-3	1%	4	2%	-9
COc1cccc(CN2CCC(Oc3ccc(C(=O)N4CCCCC4)cc3)CC2)c1	5%	10%	17%	4	0%	22	1%	-3	-9%	23
